Bioassay records (PubChem BioAssay)
aSyn 5UTR inh = MLPCN primary screen, SNCA 5' untranslated region; alpha-synuclein 5'UTR reporter, inhibitor activity; inhibition, % (tested at 7.5 µM); actives 0.82% (n = 300,000); AID 1813, 2009; in the data active = inhibition above about 60%; inconclusive = no clear call, values can overlap the other calls;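 note: H4 neuroglioblastoma cells stably carrying SNCA 5'UTR luciferase fusion; 0% = DMSO wells and 100% = positive control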
HSP90 refold inh = HSP90 inhibitors, primary screen, cell lysate, luminescence | inhibition, % at 5.6 µM | actives 0.91% (n = 290,000) | Heat shock protein HSP 90 (rabbit reticulocyte lysate; luciferase refolding) | Rabbit reticulocyte lysate, luciferase refolding luminescence, 3 h | AID 1789, 2009;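 active = inhibition above the screen-wide mean plus 3 SD, computed separately per campaign, cut at about 16% in these data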;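 note: 0% = DMSO wells and 100% = 60 µM geldanamycin wells; inhibitors lower the luminescence because luciferase stays unfolded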
IEC-6 cytotox = cytotoxicity in IEC-6 intestinal epithelial cells, primary screen, cytotoxicity control for KLF5 inhibitor project, cell-based, luminescence. IEC-6 cytotoxicity, luminescence viability. inhibition, % at 5 µM. actives 0.78% (n = 290,000). AID 1825, 2009; in the data active = inhibition above about 22%;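 note: 0% = plate median of test compound wells and 100% = cytotoxic reference compound wells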
HSF1 activator = HSF-1 activators, primary screen, NIH3T3-HGL cells, MG132 stress, luminescence, single point; activation, % at 9 µM; NIH3T3-HGL HSF-1 luciferase reporter, 8 h; 100% = twice DMSO control signal; actives 1.7% (n = 300,000);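 active = mean replicate activation of at least 50% with a set share of replicates each reaching 50%; inconclusive = only one of those two conditions met; inactive = mean below 50% and too few replicates reaching it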;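 note: 0% = median of the neutral control wells and 100% = twice that signal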
HIF activator = HIF pathway transcriptional activators, primary screen, cell-based, U2OS HRE-luciferase, luminescence. U2OS HRE-luciferase reporter; normalized: DMSO 0%, desferrioxamine 100%. actives 0.32% (n = 300,000). activation, % at 7.5 µM (by protocol);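 active = mean activation of at least 10% of the iron chelator positive control signal, with at least half of replicates also reaching 10%; inconclusive = mean and replicate majority disagree about reaching 10%; inactive = mean and most replicates under 10%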
AI-2 QS mod = Vibrio harveyi AI-2 quorum sensing modulators, primary screen, JMH597 strain, luminescence/OD600 ratio. activity change, % at 7.5 µM. actives 0.4% (n = 300,000). AID 2094, 2009. Vibrio harveyi JMH597 AI-2 luminescence/OD600 ratio, 9 h; stronger effect = lower value; strain lacks LuxN and CqsS sensors; 0 = neutral-control median; in the data active = activity change below about -75%, passing the limit was not always enough; inconclusive = no clear call, values can overlap the other calls;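 note: luminescence divided by OD600 gain over 9 h not by final OD600 alone; inactives centre near 13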
GSK3 alpha inh = blockers of GSK3A enzyme activity – biochemical, luminescence, cell-free homogeneous, HTS, primary screen; actives 0.1% (n = 320,000); AID 2650, 2010; Glycogen synthase kinase-3 alpha (Homo sapiens), P49840; inhibition, % at 10 µM; GSK-3 alpha kinase, ADP-Glo luminescence, 60 min;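 in the data active = inhibition above about 50%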;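 note: GST-tagged GSK-3 alpha with peptide substrate and 25 µM ATP; 0% = DMSO neutral wells and 100% = GW8510 positive control wells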
Target sequence (P49840 whole entry, looked up): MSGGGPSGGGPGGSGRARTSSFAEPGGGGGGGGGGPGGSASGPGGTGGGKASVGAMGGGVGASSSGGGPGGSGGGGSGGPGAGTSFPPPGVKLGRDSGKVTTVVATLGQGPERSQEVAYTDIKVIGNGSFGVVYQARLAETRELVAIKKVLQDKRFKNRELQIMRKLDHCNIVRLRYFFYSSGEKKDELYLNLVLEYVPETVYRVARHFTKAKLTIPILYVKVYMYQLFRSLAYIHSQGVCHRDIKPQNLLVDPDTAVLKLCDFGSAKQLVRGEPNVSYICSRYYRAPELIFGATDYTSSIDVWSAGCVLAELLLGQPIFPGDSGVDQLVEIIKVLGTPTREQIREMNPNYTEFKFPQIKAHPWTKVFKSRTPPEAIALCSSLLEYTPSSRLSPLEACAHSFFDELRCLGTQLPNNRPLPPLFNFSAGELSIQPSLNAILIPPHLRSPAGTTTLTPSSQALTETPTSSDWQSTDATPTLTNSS
HSF1 inhib = HSF1 inhibitors in luciferase reporter cells, primary screen, cell-based, NIH3T3, luminescence; actives 0.77% (n = 300,000); NIH3T3-HGL HSE-luciferase, MG132-induced, luminescence 8 h; stronger effect = lower value; activity change, negative = inhibition, % at 7.5 µM (by protocol); AID 2098, 2009;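 active = more than half of replicate wells show activity change below -50%, luminescence cut by over half; inconclusive = some wells, but at most half, below -50%; inactive = no replicate well below -50%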;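 note: luciferase reports HSF-1 transcriptional activity via heat shock element; 0% = median of DMSO wells and -100% = zero luminescence signal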
GSK3beta inhib = human GSK3beta kinase inhibitors, primary screen, biochemical, cell-free homogeneous, HTS; activity score (negative = inhibition), % at 10 µM; GST-GSK3beta kinase, ADP-Glo luminescence, 60 min; stronger effect = lower value; AID 2097, 2009; actives 0.038% (n = 300,000);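 active = more than half of replicate wells score below -50%, meaning over 50% inhibition versus plate controls; inconclusive = some replicates but at most half score below -50%; inactive = no replicate scores below -50%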;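 note: 0% = median DMSO wells and -100% = median GW8510 positive control wells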
Target sequence (P49841 whole entry, looked up): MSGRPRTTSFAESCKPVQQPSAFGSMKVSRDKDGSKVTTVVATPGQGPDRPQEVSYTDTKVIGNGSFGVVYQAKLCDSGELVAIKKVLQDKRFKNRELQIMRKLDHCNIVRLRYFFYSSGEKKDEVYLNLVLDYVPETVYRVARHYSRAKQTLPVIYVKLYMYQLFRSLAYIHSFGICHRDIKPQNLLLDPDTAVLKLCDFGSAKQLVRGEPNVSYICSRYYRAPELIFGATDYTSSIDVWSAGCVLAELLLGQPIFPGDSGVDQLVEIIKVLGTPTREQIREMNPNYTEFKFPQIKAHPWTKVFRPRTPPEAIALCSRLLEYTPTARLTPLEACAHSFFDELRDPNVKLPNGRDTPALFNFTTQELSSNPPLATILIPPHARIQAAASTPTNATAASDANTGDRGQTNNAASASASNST
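Test system: GST-fused GSK3beta enzyme, cell-free | Quantity: 1.6 ng GST-GSK3beta enzyme per well | Reagent: 25 µM ATP with peptide substrate | Schedule: 60 min enzyme reaction, room temperature | Signal: Luminescent ADP-Glo measurement of ADP formed | Read-out basis: Score relative to plate controls | Control set: DMSO and 20 µM GW8510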
KLF5 inhibitor = KLF5 expression inhibitors, primary screen, DLD-1 cells, luminescence | DLD-1 KLF5 promoter-luciferase reporter | actives 0.23% (n = 290,000) | inhibition, % at 5 µM;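 active = inhibition above a per-plate limit of that plate's mean compound inhibition plus 3 SD, cut at about 60% in these data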;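 note: 0% = DMSO wells and 100% = LY294002 at 200 µM; higher means less KLF5 promoter-driven luciferase light; inactives centre near -14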
An asterisk follows results filed as active; ? = inconclusive; nt = not tested or not shown.

SMILES	aSyn 5UTR inh	HSP90 refold inh	IEC-6 cytotox	HSF1 activator	HIF activator	AI-2 QS mod	GSK3 alpha inh	HSF1 inhib	GSK3beta inhib	KLF5 inhibitor
CCc1ccc(CNCc2ccc(OCC(O)CN(C)Cc3ccccc3)cc2)nc1 (stereo unspecified)	-30	-1	5	12	-0.2	8	1	4	2	-21
C=CCn1cc(C(=O)N2CCN(c3ccccc3)CC2)c(=O)c2cc(S(=O)(=O)N3CCCC3)ccc21	-1	-5	0	28	-0.4	-4	0	5	1	7
CC(C)(C)C1CCC(=NNC(=O)C(=O)NCc2ccco2)CC1 (stereo unspecified)	3	3	4	-2	-4.1	50	-5	-17	-2	-3
CC1CN(S(=O)(=O)c2cccc(C(F)(F)F)c2)C(C)N1C(=O)N1CCOCC1 (stereo unspecified)	-16	3	2	10	-0.1	-2	-1	-6	-1	-24
O=C(NCC1CCCO1)C(=O)N/N=C/c1cccc(Cl)c1 (stereo unspecified)	9	8	2	9	0.0	-19	-2	-1	3	-15
O=C(Nc1ccccc1)c1cnc[nH]1	-68	-3	1	20	0.8	5	2	-4	0	-35
COc1ccc(NC(=O)Cn2cc(C(C)=O)c3ccccc32)cc1	10	3	5	14	-0.1	6	-2	2	1	-29
Cc1cc(C)c(S(=O)(=O)Nc2ccc[nH]c2=O)c(C)c1	22	2	3	4	-0.6	19	-1	3	2	-4
Cc1cccc(OCC(=O)Nc2ccc3c(c2)nc(CCN2CCC(C)CC2)n3C)c1	28	2	8	8	1.4	13	0	8	-1	-18
COc1ccccc1NC(=O)COc1cccc(-n2cnnn2)c1	-12	5	-1	-3	-0.2	17	-2	3	-2	-8
CNC(=O)C(=O)NCC1OCCN1S(=O)(=O)c1ccc(OC)c(OC)c1 (stereo unspecified)	8	3	-1	-10	-0.1	12	-1	-7	2	-19
Cc1sc2nc(SCCO)n(-c3ccccc3)c(=O)c2c1C	-2	-2	-2	-6	1.0	18	1	-7	0	-8
COc1ccc(S(=O)(=O)Nc2ccc(C)cc2)cc1N(C)S(=O)(=O)c1ccc(Cl)cc1	-49	3	-5	11	-0.2	41	0	10	1	-17
CCN(CC)S(=O)(=O)c1ccc(N2CCOCC2)c(NC(=O)C2CSC3(C)CCC(=O)N23)c1 (stereo unspecified)	14	1	-2	-4	-0.5	-2	0	-5	3	-28
CN(C)CC(c1ccccc1)c1ccccc1	-7	1	-3	-3	-0.1	14	1	-10	-2	-14
CCC(=O)NCCc1nc2cc(NC(=O)c3cccs3)ccc2n1C	-60	-4	5	39	2.6	6	-3	10	1	-23
CCCCn1nnnc1SCC(=O)NC1CCCCC1	5	3	7	-21	-0.4	-5	-1	-5	0	-1
CCOC(=O)N1CCC(N2Cc3cccc(C(=O)Nc4ccccc4OC)c3C2=O)CC1	29	1	1	5	-0.6	18	4	-2	2	-16
Cc1c(S(=O)(=O)Nc2ccc3c(c2)OCCO3)c(=O)n(C)c(=O)n1C	-1	-1	2	-1	-0.3	22	0	-6	1	-19
O=C(NNC(=O)c1cnccc1C(F)(F)F)c1ccccc1	23	1	-6	-3	0.1	-4	-1	-5	0	-12
O=C(NCCC1=CCCCC1)c1coc(=O)c(Br)c1	-65	2	2	27	2.5	-70	-4	22	-1	-3
CC(C)(C)OC(=O)NCCCC[C@H](NC(=O)c1[nH]cnc1C(=O)Nc1ccccc1)C(=O)OC(C)(C)C	0	nt	nt	-8	0.7	1	0	5	1	nt
O=C(NCC1CCCO1)/C(=C/c1cn(-c2ccccc2)nc1-c1cccnc1)NC(=O)c1ccccc1 (stereo unspecified)	6	1	4	6	-0.6	5	-2	-2	-2	-30
O=C(Nc1ccc2nc3n(c(=O)c2c1)CCCCC3)C(=O)N1CCN(c2ccc(F)cc2)CC1	23	-3	4	-2	0.4	5	-1	4	3	1
O=C(COC(=O)c1cc(-c2ccncc2)nc2ccccc12)Nc1ccc2c(c1)OCO2	15	1	0	11	-0.2	22	0	0	-2	-24
CC(O)CNC(=O)c1ccc(-c2nn(C)c(=O)c3ccccc23)cc1 (stereo unspecified)	-1	4	-1	31	-0.4	22	4	2	-1	14
O=C(NN(C(=O)c1ccccc1)c1ccccc1)c1ccccc1	-13	0	1	-14	-0.6	7	0	2	3	-23
Cc1ccc(OCC(=O)NCCCNC(=O)c2ccco2)cc1C	14	-3	-2	15	-0.2	15	0	-1	0	5
CCCNC(=O)C1CNc2ccccc2O1 (stereo unspecified)	24	-2	-9	12	0.0	17	-3	11	0	-2
COc1ccc(N=Nc2cc(-c3ccccc3)ccc2O)cc1	-2	3	1	9	2.0	-3	-3	-4	1	-18

Entries of single compounds from above. Screens in order: aSyn 5UTR inh	HSP90 refold inh	IEC-6 cytotox	HSF1 activator	HIF activator	AI-2 QS mod	GSK3 alpha inh	HSF1 inhib	GSK3beta inhib	KLF5 inhibitor
Results for COc1ccc(N=Nc2cc(-c3ccccc3)ccc2O)cc1 → -2	3	1	9	2.0	-3	-3	-4	1	-18
Results for CCC(=O)NCCc1nc2cc(NC(=O)c3cccs3)ccc2n1C → -60	-4	5	39	2.6	6	-3	10	1	-23

The list continues:
SMILES	aSyn 5UTR inh	HSP90 refold inh	IEC-6 cytotox	HSF1 activator	HIF activator	AI-2 QS mod	GSK3 alpha inh	HSF1 inhib	GSK3beta inhib	KLF5 inhibitor
Cc1ccsc1C(=O)OCC(=O)NCC1CCCO1 (stereo unspecified)	-27	-4	-4	-1	0.9	16	-4	-8	3	-29
COc1ccc(NS(=O)(=O)c2ccc(-c3coc(C)n3)cc2)c(OC)c1	-6	-1	9	0	-0.9	-5	2	-6	4	-21
O=C(NC1CCCc2ccccc21)C1CCN(S(=O)(=O)c2ccccc2)CC1 (stereo unspecified)	5	3	2	18	-0.3	-3	-1	3	-5	3
O=C(NCC(=O)N(c1ccccc1F)C(C(=O)NC1CCCC1)c1cccnc1)c1ccco1 (stereo unspecified)	15	5	4	-14	1.3	8	-2	-12	-3	4
COc1ccc(OC)c(S(=O)(=O)Nc2ccc(-c3ccc4nncn4n3)cc2)c1	36	nt	nt	-16	-0.3	8	-3	0	1	nt
O=C(CSc1ccc(-c2cccc([N+](=O)[O-])c2)nn1)NC1CCCC1	14	4	-2	18	0.2	-11	0	12	-2	6
Cc1cc(NC(=O)CCC(=O)N(Cc2ccco2)C(C(=O)NCC2CCCO2)c2ccncc2)no1 (stereo unspecified)	-3	-3	-4	-3	0.6	19	-2	-5	-3	-43
Cc1cc(C(C)(C)C)oc1C(=O)N(CC(=O)NC1CCCC1)Cc1ccc(F)cc1	1	-1	-7	15	0.0	4	-4	4	0	-21
CCN(CC(=O)Nc1cc(Cl)ccc1C)C(=O)COc1cccc2c1OC(C)(C)C2	18	1	2	1	-0.5	11	-4	-1	2	-4
CC(OC(=O)c1ccc2c(c1)OCCO2)C(=O)c1ccccc1 (stereo unspecified)	-133	nt	nt	?	3.6	19	-1	32	3	nt
Cc1ccc(C(=O)NCC(=O)OCCOc2ccccc2Cl)cc1	-36	nt	nt	-3	1.2	-12	-1	-6	1	nt
O=C(CC1S/C(=N/N=C/c2ccco2)NC1=O)Nc1ccccc1 (stereo unspecified)	10	1	1	5	-0.3	9	-3	-2	-3	-18
Cc1c(Cl)cccc1NC(=S)N(CCCN1CCOCC1)Cc1ccco1	10	0	-2	-3	0.1	6	6	0	0	-43
C[C@H](NC(=O)[C@H](Cc1ccccc1)n1c(=O)[nH]c2ccccc2c1=O)C(=O)N1CCC[C@H]1C(=O)O	27	6	4	2	0.1	21	0	4	-1	-10
O=C(CSc1nnc(-c2ccc(Cl)cc2)n1-c1ccc(Cl)cc1)N/N=C/c1ccco1	-35	4	-2	12	0.4	28	-1	5	-2	-2
Cc1ccc(Sc2cc(C(=O)c3ccccc3C(=O)O)ccc2[N+](=O)[O-])cc1	-8	-2	-1	1	-0.1	34	-10	-3	1	-26
COc1ccc(-c2nc(NC(=O)c3ccc(OCC(=O)Nc4ccc(F)cc4)c(OC)c3)sc2C)cc1	36	-2	-1	-43	-4.5	21	0	-34	1	-4
CCCCCCOC(=O)/C=C/c1c(C)[nH]c(=O)[nH]c1=O	27	-2	-4	-2	-0.6	45	-4	-6	-7	4
COc1cc(=O)n(C)c2c(OCC3OC(C)(C)OC3(C)C)cccc12 (stereo unspecified)	12	-2	5	18	1.0	30	4	0	-1	-20
CC(Oc1cc2oc(=O)cc(-c3ccccc3)c2cc1Cl)C(=O)NCC1CCC(C(=O)O)CC1 (stereo unspecified)	24	-2	-6	-25	0.1	-2	-5	-10	2	-26

Grouped by structure, the entries above with a furan ring, fused or not.
SMILES	aSyn 5UTR inh	HSP90 refold inh	IEC-6 cytotox	HSF1 activator	HIF activator	AI-2 QS mod	GSK3 alpha inh	HSF1 inhib	GSK3beta inhib	KLF5 inhibitor
CC(C)(C)C1CCC(=NNC(=O)C(=O)NCc2ccco2)CC1 (stereo unspecified)	3	3	4	-2	-4.1	50	-5	-17	-2	-3
Cc1ccc(OCC(=O)NCCCNC(=O)c2ccco2)cc1C	14	-3	-2	15	-0.2	15	0	-1	0	5
O=C(NCC(=O)N(c1ccccc1F)C(C(=O)NC1CCCC1)c1cccnc1)c1ccco1 (stereo unspecified)	15	5	4	-14	1.3	8	-2	-12	-3	4
Cc1cc(NC(=O)CCC(=O)N(Cc2ccco2)C(C(=O)NCC2CCCO2)c2ccncc2)no1 (stereo unspecified)	-3	-3	-4	-3	0.6	19	-2	-5	-3	-43
Cc1cc(C(C)(C)C)oc1C(=O)N(CC(=O)NC1CCCC1)Cc1ccc(F)cc1	1	-1	-7	15	0.0	4	-4	4	0	-21
O=C(CC1S/C(=N/N=C/c2ccco2)NC1=O)Nc1ccccc1 (stereo unspecified)	10	1	1	5	-0.3	9	-3	-2	-3	-18
Cc1c(Cl)cccc1NC(=S)N(CCCN1CCOCC1)Cc1ccco1	10	0	-2	-3	0.1	6	6	0	0	-43
O=C(CSc1nnc(-c2ccc(Cl)cc2)n1-c1ccc(Cl)cc1)N/N=C/c1ccco1	-35	4	-2	12	0.4	28	-1	5	-2	-2
